Assay outcomes deposited in PubChem BioAssay by Vanderbilt University.
GIRK2 act: Activates human GIRK2-containing potassium channels | HEK293 GIRK2/NPY4 cells, thallium flux fluorescence | activation (% efficacy), % for hits at 37.5 µM | 34,000 tested, under 10 active;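 active = primary screen hit, no activity in plain HEK293 cells, and in GIRK2-only cells above 5% efficacy rising with concentration; inactive = the rest, including fluorescent compounds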;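 also: efficacy is normalized control-subtracted fluorescence 15 s after thallium addition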
Target sequence (P48051 whole entry, looked up): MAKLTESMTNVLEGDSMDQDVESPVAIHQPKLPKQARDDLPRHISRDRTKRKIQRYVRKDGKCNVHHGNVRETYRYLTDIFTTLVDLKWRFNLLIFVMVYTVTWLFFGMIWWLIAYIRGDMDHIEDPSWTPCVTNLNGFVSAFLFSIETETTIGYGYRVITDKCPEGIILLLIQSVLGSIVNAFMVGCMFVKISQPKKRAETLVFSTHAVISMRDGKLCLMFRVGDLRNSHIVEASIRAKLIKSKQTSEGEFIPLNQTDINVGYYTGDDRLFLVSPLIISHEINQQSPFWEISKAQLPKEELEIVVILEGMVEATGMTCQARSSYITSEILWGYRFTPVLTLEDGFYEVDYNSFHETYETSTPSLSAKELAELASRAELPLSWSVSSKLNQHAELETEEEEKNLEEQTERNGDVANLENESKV
Calls only; i = inactive. The list is partial; count on the stated rates, not on these rows.

SMILES	GIRK2 act
CC(C)n1c(=O)c2nscc2n(CC(=O)N2CCN(c3ccccc3F)CC2)c1=O	i
O=C(CCCS(=O)(=O)c1ccccc1)Nc1nc2c(s1)CSc1ccccc1-2	i
COc1ccc(S(=O)(=O)CCC(=O)Nc2sc3c(c2C#N)CCCC3)cc1	i
Cn1nc(C2CCCN(C(=O)Cc3ccccc3Cl)C2)n(-c2ccccc2)c1=O (stereo not given)	i
O=C(NCC1(c2ccccc2)CCOCC1)c1ccccc1Br	i
Cc1cc(F)ccc1S(=O)(=O)NCC1CCN(S(=O)(=O)C2CC2)CC1	i
CCn1nc(C)cc1C(=O)N1CCN(c2ccccc2)CC1	i
COc1nn(C)cc1C(=O)Nc1ccc2c(c1)N(S(=O)(=O)c1ccc(F)cc1)CCC2	i
COc1ccc(C)cc1NC(=O)Cc1csc(Nc2ccc(S(C)(=O)=O)cc2)n1	i
N#Cc1nc(-c2ccc(S(=O)(=O)N3CCCCCC3)cc2)oc1NCc1ccccc1	i
COc1ccc(S(=O)(=O)N2CCC(C(=O)Nc3cc(C)no3)CC2)cc1	i
COc1cn(CC(=O)Nc2cccc(Cl)c2)c(CSc2ccc(F)cc2)cc1=O	i
COc1ccc(CNC(=O)N2CCC(c3cccs3)CC2)cc1	i
COc1ccccc1NC(=O)c1ccc(=O)n(Cc2cccc([N+](=O)[O-])c2)c1	i
O=C(NCCC1=CCCCC1)C(=O)NCc1cccnc1	i

Part of the list above in order of heavy-atom count, lowest first.
SMILES	GIRK2 act
CCn1nc(C)cc1C(=O)N1CCN(c2ccccc2)CC1	i
Cc1cc(F)ccc1S(=O)(=O)NCC1CCN(S(=O)(=O)C2CC2)CC1	i
COc1ccc(S(=O)(=O)CCC(=O)Nc2sc3c(c2C#N)CCCC3)cc1	i
COc1nn(C)cc1C(=O)Nc1ccc2c(c1)N(S(=O)(=O)c1ccc(F)cc1)CCC2	i

(more compounds)
SMILES	GIRK2 act
COCCNC(=O)Cn1nc2c(c1NC(=O)c1c(F)cccc1Cl)CSC2	i
Cc1[nH]c(=O)nc(SCC(=O)NCc2ccco2)c1C#N	i
O=S(=O)(c1ccc(F)c(Cl)c1)N1CCN(Cc2ccc3c(c2)OCO3)CC1	i
O=C(NCC1(O)CCCC1)C(=O)Nc1ccccc1	i
Cc1ccc(NC(=O)C2Nc3cc(F)ccc3S(=O)(=O)N2)cc1C (stereo not given)	i
COc1ccccc1N1CCN(C(=O)C2CN(C(=O)c3cccs3)C2)CC1	i
Cc1cc(-c2nnc(SCC(=O)NCc3ccc(F)cc3)o2)c(C)o1	i
O=C(Nc1nc(CC(=O)N2CCc3ccccc3C2)cs1)c1ccc[nH]c1=O	i
COC(=O)c1ccc(NC(=O)Cn2cc(-c3nnc(C)o3)c3ccccc32)cc1	i
Cn1nnnc1SCC(=O)N1CCN(Cc2ccsc2)CC1	i
COc1nn(C)cc1C(=O)NCC(=O)NCc1ccc(OC(F)(F)F)cc1	i
Cc1ccc(NC(=O)c2ccc3ccccc3c2)cc1N1CCCCC1=O	i
C=CCN1C(=O)CC(Nc2ccc(N3CCOCC3)cc2)C1=O (stereo not given)	i
CCOC(=O)C1CCCN(S(=O)(=O)c2cc(N3C(=O)CCS3(=O)=O)ccc2C)C1 (stereo not given)	i
COc1ccccc1/C=C(\C#N)C(N)=C(C#N)C#N	i
Cc1cccc(NC(=O)Cn2nc(C(=O)N3CCOCC3)cc2C)c1C	i
CCOc1ccc(NC(=O)Cn2cc(-c3nc(-c4ccccc4C)no3)c(=O)c3ccc(C)nc32)cc1	i
CSc1cccc(NC(=O)C(=O)NCC(c2ccc(C)cc2)N2CCOCC2)c1 (stereo not given)	i
COc1cccc(CNC(=O)C(=O)NCC2CCN(C(=O)c3cc4ccccc4o3)CC2)c1	i
CCOc1ccc(-c2cc3c(=O)n(Cc4nc(-c5ccc(Cl)c(F)c5)no4)ncn3n2)cc1	i
CSc1ccccc1NC(=O)c1nc(-c2cnccn2)no1	i
Cc1[nH]c(=O)[nH]c(=O)c1CC(=O)NCc1ccc2c(c1)OCO2	i
CSc1ccccc1NC(=O)c1ccc(=O)n(Cc2cc(C)ccc2C)c1	i
COc1ccc2nc(NC(=O)NC34CC5CC(CC(C5)C3)C4)sc2c1	i
O=S(=O)(NCC1(O)CCOc2ccccc21)c1ccc(F)c(Cl)c1 (stereo not given)	i
COc1ccc(NC(=O)COc2ccccc2C)cc1N1CCCCC1=O	i
COc1ccc(CNC(=O)Cn2nc3c(c2NC(=O)/C=C\c2ccccc2)CSC3)cc1	i
COc1ccc(S(=O)(=O)NCCCn2nc(-c3ccccc3)ccc2=O)cc1F	i
CCc1nnc(-c2ccc(NC(=O)c3ccccc3)cc2)o1	i
Cc1ccsc1C(O)CNC(=O)COc1ccccc1F (stereo not given)	i
CCOC(=O)CNC(=O)CSc1c(C)cnc2c1c(=O)n(C)c(=O)n2C	i
CCOC(=O)N1CCN(C(=O)Cc2cc(-c3ccc4c(c3)CC(C)O4)on2)CC1 (stereo not given)	i
CSc1ccccc1CN1CCC(CNC(=O)c2ccc(Cl)s2)CC1	i
CCNc1nc(C)c([N+](=O)[O-])c(NCc2ccco2)n1	i
CCOc1cc(C(=O)N2CCNC(=O)C2C)cc(OCC)c1OCC (stereo not given)	i
Cc1ccccc1NC(=O)c1ccc(=O)n(Cc2cccc([N+](=O)[O-])c2)c1	i
Cc1ccccc1NC(=O)CSc1ccc(NC(=O)C2CC2)nn1	i
Cc1nc2c(sc3cccc(F)c32)c(=O)n1CC(=O)Nc1ccc(Br)cc1	i
Cc1ccc(NC(=O)C(=O)NCC2CCN(c3ncccn3)CC2)cc1F	i
CCN1C(=O)c2cccc3c(NC(=O)CCCS(=O)(=O)c4ccc(OC)cc4)ccc1c23	i
COc1ccc(CCNC(=O)Cc2cc(-c3ccccc3F)on2)cc1OC	i
O=C(c1cc(Cl)sc1Cl)N(CCN1CCOCC1)c1nc2c(F)cc(F)cc2s1	i
CCNC(=O)C1CCN(c2cc(SCC(=O)Nc3ccccc3C)ncn2)CC1	i
COc1ccc(NC(=O)CSC2CC(=O)N(c3ccc(C)c(C)c3)C2=O)cc1 (stereo not given)	i
CCCc1nnsc1C(=O)N1CCN(Cc2nc(-c3ccc(F)cc3)cs2)CC1	i
Cc1nnc(NC(=O)CSc2ccc(-c3cc(C)c(C)cc3C)nn2)s1	i
CCc1nnc(-c2cccc(OCC(=O)Nc3cccc(NC(C)=O)c3)c2)o1	i
CC(C)(C)C(=O)N1CCc2ccc(NC(=O)COc3ccc(Cl)cc3)cc21	i
CCC1CCC(C(=O)NC(C(=O)NCc2cccs2)C(C)C)CC1 (stereo not given)	i
O=S(=O)(c1ccccc1)N1CCN(CCn2ccnc2)CC1	i
c1csc(-c2cc(-c3nc(-c4ccc5c(c4)OCO5)no3)n[nH]2)c1	i
CCCCN1C(=O)CCc2cc(NC(=O)c3cccc(OC)c3)ccc21	i
CCn1nccc1C(=O)N(Cc1ccccn1)c1nc2c(OC)ccc(C)c2s1	i
O=C(Cc1csc(SCC(=O)c2ccc(F)cc2)n1)Nc1ccc2c(c1)OCO2	i
Cn1c(-c2ccccn2)nn(CCNC(=O)c2nc3ccccc3s2)c1=O	i
CCNC(=O)NCC1CCN(C(=O)NC(C)(C)C)CC1	i
O=C(COc1ccccc1)NCC(O)(c1ccccc1)C(F)(F)F (stereo not given)	i
O=C(Cc1cc(-c2ccc3c(c2)OCO3)on1)NCc1ccc2c(c1)OCO2	i
COc1cc(COCC2CCN(CC(=O)NCc3ccccc3Cl)CC2)cc(OC)c1	i
NS(=O)(=O)c1ccc(CNC(=O)C2CCCN(c3cc(-n4cccn4)ncn3)C2)cc1 (stereo not given)	i

Reprinted from the part before: five compounds, followed by the next part.
SMILES	GIRK2 act
CCNC(=O)NCC1CCN(C(=O)NC(C)(C)C)CC1	i
O=C(COc1ccccc1)NCC(O)(c1ccccc1)C(F)(F)F (stereo not given)	i
O=C(Cc1cc(-c2ccc3c(c2)OCO3)on1)NCc1ccc2c(c1)OCO2	i
COc1cc(COCC2CCN(CC(=O)NCc3ccccc3Cl)CC2)cc(OC)c1	i
NS(=O)(=O)c1ccc(CNC(=O)C2CCCN(c3cc(-n4cccn4)ncn3)C2)cc1 (stereo not given)	i
Cc1nc2sccn2c1-c1nnc(SCC(=O)NCc2ccc(F)cc2)n1C	i
COc1ccc(Cl)cc1NC(=O)CSc1nccn2nc(-c3ccccc3)cc12	i
COC(=O)N1CCC(CNC(=O)C(=O)NC(C)c2ccccc2)CC1 (stereo not given)	i
O=C(CN1C(=O)CCC1=O)N1CCC(COCc2ccccc2)CC1	i
CC(=O)c1c(C)nn(CC(=O)Nc2ccc(F)cc2)c1C	i
O=C(Cc1ccc(Cl)cc1)NCC1CCN(S(=O)(=O)C2CC2)CC1	i
CS(=O)(=O)N1CCC(CNC(=O)NC(c2ccccc2)c2ccccc2)CC1	i
COc1ccc(S(=O)(=O)CCC(=O)Nc2nc3c(s2)C(=O)CC(C)(C)C3)cc1	i
COc1ccc(OC)c(-c2ccc(=O)n(CCNC(=O)Nc3ccc(Cl)cc3)n2)c1	i
COC(=O)c1ccccc1NC(=O)Cn1ccc2ccn(Cc3ccccc3)c2c1=O	i
COc1ccccc1C(=O)N1CCN(Cc2nc(-c3cccs3)cs2)CC1	i
O=C(N1CCC(Cn2cccn2)CC1)C1(c2cccs2)CCCC1	i
COC(=O)c1sccc1S(=O)(=O)N(CC(=O)Nc1ccc(C)c(C)c1)c1ccccc1	i
COc1ccc(-c2cn(-c3ccc(C)c(F)c3)c(=S)[nH]2)cc1OC	i
Cc1cc(C)c(-c2ccc(SCC(=O)N3CCc4ccccc43)nn2)cc1C	i
COc1ccccc1OCC(=O)NCC(=O)N1CCOC(c2ccccc2)C1 (stereo not given)	i
N#Cc1ccc(Cl)cc1NC(=O)C(=O)NCC(O)c1ccsc1 (stereo not given)	i
CCCCOc1ccc(C(=O)NCCNc2cc(-n3ccnc3C)ncn2)cc1	i
CN1C(=O)N(C)C2(CCN(S(=O)(=O)c3ccccc3F)CC2)C1=O	i
CC(C)(C)OC(=O)CN(c1ccc2c(c1)OCCO2)S(=O)(=O)c1ccc2nncn2c1	i
COc1cn(CC(N)=O)c(CSc2nnnn2C)cc1=O	i
O=C(NCc1ccco1)C(=O)Nc1cccc(N2CCCCC2=O)c1	i
O=C(CCCn1c(=S)[nH]c2ccccc2c1=O)Nc1cccc2c1CCCC2	i
COc1ccc(NC(=O)NCCNc2nc(C)cc(N(C)C)n2)cc1Cl	i
NC(=O)c1ccc(NC(=O)Cc2csc(Nc3cccc(C(F)(F)F)c3)n2)cc1	i
COc1ccc(S(=O)(=O)CCC(=O)N(Cc2ccccc2)c2nc3ccccc3s2)cc1	i
COc1ccc(CNC(=O)c2ccc3c(=O)nc4c(-c5ccc(Cl)cc5)n[nH]n4c3c2)cc1	i
O=C(CS(=O)(=O)c1ccc(Br)s1)N1CCN(c2ccccc2F)CC1	i
CCc1ccc2nc(N(CCCN(C)C)C(=O)c3nn(C)cc3C)sc2c1	i
Cc1c(Cl)cccc1S(=O)(=O)N(Cc1ccccn1)Cc1ccco1	i

Random excerpt: 5 records from the list, in no set order.
SMILES	GIRK2 act
CC(C)(C)OC(=O)CN(c1ccc2c(c1)OCCO2)S(=O)(=O)c1ccc2nncn2c1	i
O=C(NCc1ccco1)C(=O)Nc1cccc(N2CCCCC2=O)c1	i
CCc1ccc2nc(N(CCCN(C)C)C(=O)c3nn(C)cc3C)sc2c1	i
COc1ccc(S(=O)(=O)CCC(=O)N(Cc2ccccc2)c2nc3ccccc3s2)cc1	i
COc1ccc(CNC(=O)c2ccc3c(=O)nc4c(-c5ccc(Cl)cc5)n[nH]n4c3c2)cc1	i

The results go on.
SMILES	GIRK2 act
COc1ccc(S(=O)(=O)N2CCCSCC2CN2CCOCC2)cc1 (stereo not given)	i
CC(C)C(=O)Nc1ccc(SCC(=O)c2ccccc2)nn1	i
O=C(NCCn1nc(-c2cccnc2)ccc1=O)NCc1ccccc1	i
O=C(Cc1cc(-c2ccccc2)on1)NCCc1c[nH]c2ccccc12	i
Cn1nnc2c(SCC(=O)NCc3ccco3)ncnc21	i
O=C(Cc1c[nH]c2ccccc12)Nc1onc2c1CSC2	i
CC(C)(C)c1ccc(OCC(=O)NCC(O)Cc2ccccc2)cc1 (stereo not given)	i
O=C(NCCn1ncc2c(N3CCCCCC3)ncnc21)c1ccco1	i
CNC(=O)c1nsc(C(=O)NC2CCCCC2)c1N	i
CCCNC(=O)C(=O)Nc1c2c(nn1-c1cccc(Cl)c1)CS(=O)(=O)C2	i
CCOC(=O)c1csc(NC(=O)C2CCN(c3ccc(-c4ccc(F)cc4)nn3)CC2)n1	i
CC(C)(C)c1ccc(OCC(=O)NCCCN2CCOC(c3ccccc3)C2)cc1 (stereo not given)	i
Cn1c(=O)[nH]c(=O)c2c1nc(Nc1cc(Cl)ccc1Cl)n2CC(=O)O	i
CCOc1cn2c(cc1=O)C(=O)N(CCNC(=O)c1ccccc1SCC)CC2	i
Cc1cc2nc(N(CCN3CCOCC3)C(=O)c3ccc(N4C(=O)CCC4=O)cc3)sc2cc1C	i
Cc1ccc(Cn2cc(C(=O)Nc3c(C)cccc3C)ccc2=O)cc1	i
CC1Cc2c(NC(=O)c3cc(-c4ccccc4)on3)nn(C)c2NC1=O (stereo not given)	i
COc1ccc(C(C)C)cc1S(=O)(=O)N1CCN(C)CC1	i
COc1ccc(Cl)cc1NC(=O)Cn1nc(C(=O)Nc2ccccc2)ccc1=O	i
CCOc1ccccc1NC(=O)C(=O)NCC(c1cccn1C)N1CCc2ccccc2C1 (stereo not given)	i
Cc1cc(C)cc(NC(=O)CSc2nnc(CCn3ccc(=O)[nH]c3=O)o2)c1	i
Cc1cc(C(=O)Nc2nc3c(Cl)c(Cl)ccc3s2)on1	i
Cc1cc(NC(=O)COc2ccccc2F)n(-c2nc(-c3ccc4c(c3)OCO4)cs2)n1	i
COc1ccc2sc(N(Cc3cccnc3)C(=O)c3ccn(C(C)C)n3)nc2c1	i
Cc1ccc(NC(=O)CSc2ccc(NC(=O)C3CC3)nn2)cc1Cl	i
O=C(Cn1nc(-c2ccc3c(c2)OCO3)ccc1=O)NCc1ccco1	i
